Cardio protect: cardioprotection against H2O2-induced cell death, primary screen, uHTS, H9c2 cells, ATPLite luminescence. 360,000 compounds, 0.63% hits. protection from H2O2 cell death, % at 20 µM. H9c2 cardiomyocytes, H2O2 injury protection, 2 h;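 active means compounds giving at least 50% protection of heart cells from peroxide-induced death in the single-dose screen, raw or plate-pattern-corrected value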;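 further: 0% = DMSO wells with peroxide and 100% = DMSO wells without peroxide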
Vif imaging: HIV Vif self-association inhibitors, primary screen, imaging, HEK293T, single point. HEK293T cells, Vif self-association by quenched fluorescence, 24 h. inhibition, % at 7.49 µM. 340,000 compounds, 0.35% hits. AID 602346, 2012; in the data active means inhibition above about 50%, passing the limit was not always enough; further: some results filed as inactive read as strong as hits
ABCB6 inh MLPCN: ABCB6 transporter inhibitors, primary screen, K562-ABCB6 cells, flow cytometry, MLPCN library; ATP-binding cassette sub-family B member 6 (Homo sapiens), Q9NP58; K562-ABCB6 porphyrin accumulation, 1 h; active compounds read low; fluorescence ratio to DMSO, % at 10 µM; 360,000 compounds, 0.19% hits; AID 602162, 2011;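 active means fluorescence ratio to DMSO below 75%, the collection mean minus 3 SD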;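 further: signal is porphyrin accumulated inside mitochondria; 100% equals median channel fluorescence of DMSO control wells; lower ratio means ABCB6 inhibition with less porphyrin fluorescence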
CaV13 ICDI inh: Primary screen for inhibitors of IQ motif and Ca2+-dependent inactivation inhibitor domain binding in CACNA1D, Förster resonance energy transfer in living cells, …; HEK cells, CFP/YFP FRET ICDI-IQ, plate reader, 10 min; percent FRET-ratio fall versus neutral wells; inhibition, % at 12.3 µM; 340,000 compounds, 0.098% hits;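 active means mean replicate inhibition of at least 30% and at least 1% of replicates passing that level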;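 further: 0% = median of the neutral control wells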
MC4R ag barr: MC4R agonists recruiting beta-arrestin, primary screen, cell-based, luminescence, agonist arm of biased-ligand search | 360,000 compounds, 0.98% hits | activation, % at 8.9 µM | U2OS MC4R beta-arrestin complementation; percent of melanotan II response, DMSO zero | Melanocortin receptor 4 (Homo sapiens), P32245;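 active means activation above a per-plate cutoff, the mean activation of sample wells on that plate plus 3 SD, cut at about 8% in these data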
Glyco luc inh: increase of ERlucT glycosylation luciferase signal, primary screen, N-linked glycosylation inhibitor project, D54 ERlucT cells, luminescence, set 2; reporter increase, % at 12.5 µM; AID 588692, 2011; 360,000 compounds, 0.23% hits; D54 ERlucT glycosylation luciferase reporter, 24 h; percent of 100 nM tunicamycin response;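 active means mean luciferase reporter signal, scaled so untreated is 0 and the glycosylation-blocking control 100, at or above a set limit in every replicate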;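 further: luciferase carries N-glycosylation sites so blocking glycosylation raises the light; 0% = median of neutral control wells and 100% = median of 100 nM tunicamycin wells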
MC4R antagonist: MC4R antagonists of cAMP signaling, primary screen, cell-based, TR-FRET, antagonist arm of biased-ligand search; Melanocortin receptor 4 (Homo sapiens), P32245; MC4R-expressing cells, MTII-stimulated cAMP, LANCE TR-FRET; inhibition, % at 6.5 µM; 360,000 compounds, 0.48% hits;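 active means inhibition above its plate's cutoff, the mean of tested wells on that plate plus 3 SD, cut at about 29% in these data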;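 further: 0% = Melanotan II alone and 100% = Melanotan II plus saturating MCL0020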
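Assay system: U2OS cells stably expressing human melanocortin 4 receptor (MC4R) / Dosing: 6.5 µM / Timing: compound 30 min, challenge 1 h, detection 1 h / Measured by: Eu-cAMP/anti-cAMP TR-FRET, emission 671 nm / Replicates: singlicate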
PDI inh: inhibitors of human PDI, primary screen, biochemical, turbidity, single point, plate reader. Protein disulfide-isomerase (Homo sapiens), P07237. PDI insulin aggregation turbidity, A650, 90 min. inhibition, % at 10 µM. 350,000 compounds, 0.052% hits. AID 588391, 2011;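 active means mean inhibition across replicates of 30% or more, whatever share of single replicates reach that level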;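 further: absorbance from insulin aggregation driven by PDI reduction with DTT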
Target sequence (P07237 whole entry, looked up): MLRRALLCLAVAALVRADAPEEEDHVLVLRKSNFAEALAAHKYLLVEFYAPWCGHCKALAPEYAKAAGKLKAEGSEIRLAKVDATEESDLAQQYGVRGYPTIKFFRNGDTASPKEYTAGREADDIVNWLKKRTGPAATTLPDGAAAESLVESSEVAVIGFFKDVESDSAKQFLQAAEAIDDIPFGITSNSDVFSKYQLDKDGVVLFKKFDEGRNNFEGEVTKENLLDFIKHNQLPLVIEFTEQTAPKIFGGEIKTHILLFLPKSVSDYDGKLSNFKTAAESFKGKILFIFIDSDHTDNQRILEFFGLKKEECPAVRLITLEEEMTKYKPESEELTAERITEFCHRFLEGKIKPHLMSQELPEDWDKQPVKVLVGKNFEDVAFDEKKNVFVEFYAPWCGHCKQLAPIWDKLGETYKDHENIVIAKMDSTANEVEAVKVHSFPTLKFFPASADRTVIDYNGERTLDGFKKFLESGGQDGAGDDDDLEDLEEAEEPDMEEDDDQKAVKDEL
m5-HT2A agonist: mouse Htr2a agonists via beta-arrestin recruitment, primary screen, cell-based, luminescence | CHO-K1 mHTR2A beta-arrestin complementation; percent of 30 µM serotonin response | activation, % at 7.6 µM | 360,000 compounds, 0.66% hits;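 active means activation above a run cutoff, the mean activation of all tested compounds plus 3 SD, cut at about 14% in these data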;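 further: 0% = plate median of compound wells and 100% = 30 µM serotonin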
Target sequence (P35363 whole entry, looked up): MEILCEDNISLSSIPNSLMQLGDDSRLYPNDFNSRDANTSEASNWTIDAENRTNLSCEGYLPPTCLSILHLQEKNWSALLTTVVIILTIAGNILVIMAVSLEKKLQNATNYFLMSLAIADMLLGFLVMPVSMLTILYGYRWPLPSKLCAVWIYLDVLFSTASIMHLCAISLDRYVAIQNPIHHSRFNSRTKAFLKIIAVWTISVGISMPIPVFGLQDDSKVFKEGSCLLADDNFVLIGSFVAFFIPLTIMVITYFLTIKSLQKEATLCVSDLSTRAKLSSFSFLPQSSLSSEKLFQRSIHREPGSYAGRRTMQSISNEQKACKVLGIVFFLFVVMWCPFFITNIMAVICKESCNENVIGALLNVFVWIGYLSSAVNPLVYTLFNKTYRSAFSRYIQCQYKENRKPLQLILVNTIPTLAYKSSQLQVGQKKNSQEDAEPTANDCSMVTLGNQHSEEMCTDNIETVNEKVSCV
aDG glyco act: activators of alpha-DG glycosylation, primary screen, uHTS, Pro5-aDG cells, AlphaScreen | 360,000 compounds, 0.22% hits | activation, % at 10 µM | alpha-DG glycosylation AlphaScreen (IIH6); 0% Pro5, 100% B10-LARGE cell signal;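 active means activation of at least 8% versus controls, or a plate z-score of at least 8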;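 further: Pro5 are CHO cells carrying HIG-tagged alpha-DG that lacks glycosylation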
Active calls of the source: *; / = no result given.

SMILES	Cardio protect	Vif imaging	ABCB6 inh MLPCN	CaV13 ICDI inh	MC4R ag barr	Glyco luc inh	MC4R antagonist	PDI inh	m5-HT2A agonist	aDG glyco act
COc1ccc(-c2cc(C(=O)NCc3cccnc3)no2)cc1OC	-1	8	99	-11	-0.9	0	-1	-3	-2	-0.2
N#C/C(=C\c1cccs1)C(=O)NCc1cccnc1	19	0	97	-4	-1.8	3	-1	-14	3	0.0
CCn1c(C)nc2cc(C(=O)N/N=C(\C)c3ccc(N4CCOCC4)cc3)ccc21	5	-1	100	-2	1.5	1	-2	-6	5	0.0
COc1cc(C(=O)Nc2ccc(N(C)C)cc2)cc(OC)c1OC	-6	/	94	/	-1.3	4	1	8	-2	-0.1
CN(C(=O)c1ccc(F)c(S(=O)(=O)N2CCOCC2)c1)C1CCCCC1	4	0	97	-2	-2.2	0	1	4	-2	-0.1
CC(=O)Nc1ccc(NC(=O)COc2c(C)cc(Br)cc2C)cc1	-8	-1	99	-1	-3.8	7	11	-2	-5	1.1
O=C(CCCNS(=O)(=O)c1cccs1)N1CCN(c2cccc(Cl)c2)CC1	-5	/	90	-6	-1.4	/	1	-2	-5	0.2
CCOCCn1c(CN2CCCCC2)nc2c1c(=O)n(C)c(=O)n2C	-6	-1	85	14	-0.1	1	2	/	7	0.0
CCOc1ccc(CC(=O)OCn2nnc3ccccc3c2=O)cc1	0	5	98	-1	-1.9	1	-1	6	6	-0.3
CCCn1nnc(NC(=S)NC(=O)CC)n1	6	7	98	-5	1.6	0	2	0	1	-0.2
O=C(C1CCN(S(=O)(=O)c2cc(Cl)ccc2Cl)CC1)N1CCCC1	-3	-10	100	-5	1.0	2	-4	-3	6	0.1
CSc1ncnc2c1ncn2CCCNCc1ccccc1	13	-1	107	-4	-3.1	6	-1	-6	1	0.2
Cc1cc(C)c(C)c(S(=O)(=O)NCc2ccncc2)c1C	-20	-11	89	-6	0.5	0	8	15	5	0.8
O=c1[nH][nH]c2nc(C(F)(F)F)cc(C(F)(F)F)c12	1	-9	95	-4	-2.1	2	3	-2	0	-0.1
Cc1ccc(S(=O)(=O)N(CCC(=O)NCc2ccc(S(N)(=O)=O)cc2)c2ccccc2)cc1	-1	/	97	-5	-0.4	-2	8	5	-8	0.0
CC(C)C[C@@H]1O[C@H](CCc2ccccc2)Cc2[nH][nH]c(=O)c21	/	/	97	-5	/	/	/	/	-3	0.3
CC(=O)Nc1cc(-c2ccoc2)cn2c(-c3ccccc3)cnc12	2	-2	102	-9	11*	4	12	-5	-3	0.0
O=c1[nH]c(=O)n([C@H]2C[C@H](O)[C@@H](CO)O2)cc1Br	10	4	98	/	0.0	48*	8	/	2	2.2
COc1cc(C(=O)OC(C)c2ccc(F)cc2)ccc1OCC(=O)N1CCOCC1 (configuration not stated)	-8	-11	95	-2	-3.0	0	6	-13	-5	0.2
CCCCNC(=O)CS(=O)Cc1nc(-c2cccs2)oc1C (configuration not stated)	10	/	93	20	0.0	2	18	/	-1	-0.3
COc1ccc(N(CC(=O)NCC2CCCO2)C(=O)CCC(=O)Nc2cc(C)on2)cc1OC (configuration not stated)	-2	19	96	-5	-0.7	0	8	-1	5	0.0
Cc1cccc(C)c1OCCCCc1c(C)n[nH]c1C	-11	-4	92	-4	2.2	-2	9	-10	2	0.1
CN(C)CCCN(C(=O)CCc1ccccc1)c1nc2ccc(F)cc2s1	2	3	103	-6	-0.9	-3	-2	5	-6	0.1
Cn1nc(C(C)(C)C)cc1C(=O)N1CCCC(c2cc(C(=O)NCc3ccccc3)no2)C1 (configuration not stated)	-7	-17	101	-5	0.6	-3	6	2	-1	0.3
Nc1nc(-c2ccco2)nn1C(=O)c1ccc([N+](=O)[O-])cc1	2	0	96	-4	2.6	2	12	1	1	0.0

Entries of single compounds, looked up by structure. Order of values: Cardio protect, Vif imaging, ABCB6 inh MLPCN, CaV13 ICDI inh, MC4R ag barr, Glyco luc inh, MC4R antagonist, PDI inh, m5-HT2A agonist, aDG glyco act
`O=c1[nH]c(=O)n([C@H]2C[C@H](O)[C@@H](CO)O2)cc1Br` in the list: 10, 4, 98, /, 0.0, 48*, 8, /, 2, 2.2
`CSc1ncnc2c1ncn2CCCNCc1ccccc1` in the list: 13, -1, 107, -4, -3.1, 6, -1, -6, 1, 0.2
`CCn1c(C)nc2cc(C(=O)N/N=C(\C)c3ccc(N4CCOCC4)cc3)ccc21` in the list: 5, -1, 100, -2, 1.5, 1, -2, -6, 5, 0.0

Additional entries follow:
SMILES	Cardio protect	Vif imaging	ABCB6 inh MLPCN	CaV13 ICDI inh	MC4R ag barr	Glyco luc inh	MC4R antagonist	PDI inh	m5-HT2A agonist	aDG glyco act
CN(C)S(=O)(=O)c1ccc(-c2csc(N/N=C/c3ccco3)n2)cc1	-7	-21	91	-2	2.9	-2	8	-4	7	0.1
CC(Oc1ccc2c(-c3ccccc3)cc(=O)oc2c1)C(=O)O (configuration not stated)	7	2	100	-8	-1.0	-1	3	-5	0	-0.2
S=C(NC1CC1)N1CCN(C(=S)NC2CC2)CC1	8	14	103	-3	-1.9	1	-2	-1	3	4.2
O=C(NNC(=O)c1cccnc1SCc1cccc([N+](=O)[O-])c1)c1ccc(F)cc1	2	6	100	-4	-1.3	-3	6	0	-6	0.3
COc1ccc2oc(=O)c(C(=O)N3c4ccccc4CC3C)cc2c1 (configuration not stated)	0	/	100	-6	-1.9	3	5	0	-1	0.1
CC1CN(Cc2ccccc2)c2nc3c(c(=O)n(CC(N)=O)c(=O)n3C)n2C1 (configuration not stated)	2	-4	97	-15	-0.8	2	5	9	-1	-0.1
CCOC(=O)N1CCN(C(=O)C[C@@H]2C[C@@]3(C(=O)OCC)CCC=C3N(Cc3ccccc3)C2=O)CC1	/	/	96	-6	/	/	/	/	-4	0.0
Cc1ccc(Nc2nnc(-c3ccncc3)s2)c(Br)c1	-3	3	101	-5	3.2	3	20	-4	0	0.0
O=C(N1CCN(c2ccccc2F)CC1)C12CC3CC(CC(C3)C1)C2	7	/	97	-4	7.5	/	0	-3	-3	0.1
CCC(=O)c1cn(CC(=O)Nc2cc(C)ccc2C)c2ccccc12	-2	-18	98	-6	-1.3	0	11	-12	7	0.0
CCn1ncc(CN2CCN(Cc3ccc(OC)c(C)c3C)C(CCO)C2)c1C (configuration not stated)	-10	8	102	-4	-1.6	-1	2	1	-4	0.1
Cc1ccnc(OC(C(=O)O)C(OCCc2ccccc2)(c2ccccc2)c2ccccc2)n1 (configuration not stated)	5	-8	96	-2	-0.6	-1	-1	10	-1	0.1
COc1ccccc1CN1C(=O)C(Cc2ccccc2)ON=C1c1ncccc1C (configuration not stated)	0	1	103	-5	0.3	0	19	-7	-4	0.2
Nc1nc(NCC(=O)O)nc(N2CCCCCC2)c1[N+](=O)[O-]	2	-2	92	-3	1.9	1	6	5	3	0.0
Cn1c(=O)c2sccc2n2c(CCCC(=O)NCCc3ccccc3)nnc12	4	-1	103	-6	-2.7	4	8	0	5	-0.2
CCOc1ccc(NC(=O)Cn2ncc3ccccc32)cc1	-7	-2	94	-18	-0.7	0	12	-2	-1	-0.1
CC(NC(=O)CSc1n[nH]c(N)n1)c1ccccc1 (configuration not stated)	-2	20	99	-3	-0.4	2	0	6	3	-0.1
CCOc1ccccc1C1NC(=O)NC(C)=C1C(=O)OC1CCCCC1 (configuration not stated)	0	-7	102	-13	1.5	-2	7	-4	0	-0.1
C/C(Cn1nc([N+](=O)[O-])cc1C)=N\NC(=O)c1cccc(Br)c1	21	11	95	/	1.5	2	14	-2	-1	-0.1
C=CC[C@@H](CC(=O)N(CCO)Cc1ccccc1)C(=O)NC[C@H](OC(=O)[C@@H](CC=C)CC(=O)OC(C)(C)C)c1ccccc1	0	7	92	-6	4.6	2	6	-8	2	-0.4
COc1ccc(S(=O)(=O)N2CCCCC2)cc1NC(=O)Cn1c(=O)cnc2ccccc21	5	-3	92	-9	-0.5	-1	-1	-5	7	0.1
CC(C(=O)NC1CCCCCC1)n1cc([N+](=O)[O-])cn1 (configuration not stated)	4	16	96	-2	2.2	1	13	3	-1	-0.1
Cc1cc(NC(=O)CCl)n(-c2nc3ccccc3s2)n1	1	5	100	-3	-1.4	7	2	16	6	0.3
CCn1nc(C(=O)NNC(=O)c2cc(Cl)ccc2OC)c2ccccc2c1=O	66*	6	95	-3	0.2	2	-1	-9	-1	-0.3
CSc1nc(N)nc2c1ncn2Cc1ccccc1	-10	-3	98	-12	-1.1	0	6	-1	-2	0.5

The listing continues:
SMILES	Cardio protect	Vif imaging	ABCB6 inh MLPCN	CaV13 ICDI inh	MC4R ag barr	Glyco luc inh	MC4R antagonist	PDI inh	m5-HT2A agonist	aDG glyco act
Cc1ccc(CSCc2ccc(C(=O)NC3CCCC3)o2)cc1	-3	3	97	-6	-1.2	1	9	-1	2	0.0
Cc1noc(C)c1C(=O)N1CCC1(C)C(=O)NS(=O)(=O)c1ccccc1Cl (configuration not stated)	9	6	83	-4	0.7	0	0	9	9	-0.1
Cc1cc(C)n2nc(SC(C)C(=O)N(C)c3ccccc3)nc2n1 (configuration not stated)	1	2	96	-2	-0.9	-1	2	0	-1	0.4
CC(C)C(NC(=O)CN1C(=O)c2ccccc2C1=O)c1ccccc1 (configuration not stated)	5	6	100	-19	-3.2	1	1	-3	-2	0.0
c1ccc(-c2noc(CSc3nnnn3C3CCCCC3)n2)cc1	-7	1	97	-6	1.6	-1	9	-1	-3	0.1
CCC(C)c1ccc(NC(=O)C2CCN(c3ccc(C(F)(F)F)cn3)CC2)cc1 (configuration not stated)	-5	8	93	-12	4.0	-5	-3	-9	1	-0.1
Cc1cc(N2CCOCC2)n2cc(-c3ccccc3)nc2n1	28	-1	105	-6	0.4	3	4	2	2	-0.2
CCOc1ccc(S(=O)(=O)N2CCCC(C(=O)NCc3cccnc3)C2)cc1 (configuration not stated)	-13	/	98	-3	-3.6	/	3	9	0	0.1
CC(C)n1cc(C(=O)c2ccccc2O)cc(C#N)c1=O	-5	-2	93	-7	0.5	2	6	19	2	-0.2
O=C(c1ccccn1)c1conc1C(=O)c1ccc(Br)cc1	-6	13	100	-5	-0.3	2	12	0	-5	-0.2
CN(Cc1c(F)cccc1Cl)C(=O)c1ccc(COc2ccccc2)cc1	-8	2	96	-3	-4.2	-1	4	-5	1	0.1
Cc1ccc(C)c(N2CCN(C(=O)c3csc4ccccc34)CC2)c1	-4	/	100	-5	-1.0	-1	10	-2	-2	-0.1
CCN(CC)C(=O)[C@H]1C[C@H](CC(=O)NCc2ccc(OC)c(OC)c2)C(=O)N2CCc3c([nH]c4cc(-c5ccco5)ccc34)[C@]12C	8	-9	103	-6	0.7	0	15	13	4	0.1

Assay outcomes (PubChem BioAssay)
